M17LAP inhibition: P. falciparum M17LAP inhibitors, primary screen, biochemical, fluorogenic H-Leu-NHMec substrate, 1536-well (AID 1619); Leucine aminopeptidase (Plasmodium falciparum (isolate 3D7)); recombinant M17LAP, H-Leu-NHMec fluorogenic kinetic assay; higher % means a stronger effect; inhibition, % at 30 µM; hits with a dose series show IC50 in µM; 0.38% of 220,000 active;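 active = compound inhibiting the enzyme by more than half at any dose during confirmatory dose-response retesting; inconclusive = strong single-dose inhibitors picked by rank but not retested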;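 note: plate controls were full reaction with DMSO carrier for no effect and no enzyme background for full effect; strong numbers were not always called active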
CSM14.1 death rescue: rescue of cells from ER stress-induced death, primary screen, 384-well, CSM14.1, thapsigargin, ATP luminescence (AID 1222); 190,000 tested, under 10 active; one-dose cellular ATP content (survival), % at 20 µM; EC50 in µM for titrated hits; CSM14.1 thapsigargin-induced death rescue, ATP luminescence; higher % means a stronger effect;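 active = EC50 below 50 µM in the dose-response confirmation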;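 note: death triggered by thapsigargin at about 15 µM added after 2 h compound pretreatment; cell ATP read after overnight thapsigargin exposure of roughly 18 to 22 hours; normalized against plate controls of thapsigargin alone and 5% DMSO vehicle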
PMI inhibition: human PMI inhibitors, high substrate, primary screen, biochemical, fluorescence intensity, high mannose 6-phosphate (AID 1220). 0.66% of 190,000 active. Mannose-6-phosphate isomerase (Homo sapiens). inhibition, % at 20 µM, or IC50 in µM where a hit was titrated. recombinant PMI enzyme, coupled fluorescence intensity; higher % means a stronger effect
LYP phosphatase: inhibitors of LYP phosphatase, biochemical, fluorescence intensity, uHTS (AID 1779) | Tyrosine-protein phosphatase non-receptor type 22 (Homo sapiens) | recombinant LYP phosphatase, fluorescence intensity; higher % means a stronger effect | inhibition, % at 11.5 µM; hits with a dose series show IC50 in µM | 0.054% of 290,000 active;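 note: plate controls were vehicle with enzyme for no effect and no enzyme for full effect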
Myeloid diff MLP: induction of myeloid progenitor differentiation, primary screen, cell-based, flow cytometry, MLPCN library; ER-HoxA9 myeloid progenitors, lysozyme-GFP differentiation; calls only at 10 µM; 1% of 360,000 active; AID 624256, 2012;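 active = normalized GFP-positive differentiation at or above the plate's own cutoff, the solvent-only control mean plus 3 SD; inconclusive = no clear call, values can overlap the other calls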;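 note: cells exposed to compound for four days before flow analysis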
PMI inhibitors: inhibitors of human PMI, primary screen, biochemical, fluorescence intensity, coupled assay (AID 1209); Mannose-6-phosphate isomerase (Homo sapiens); purified PMI enzyme, coupled fluorescence intensity; higher % means a stronger effect; inhibition, % at 20 µM, or IC50 in µM where a hit was titrated; 0.42% of 190,000 active;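 note: plate controls were DMSO vehicle for no effect and wells lacking substrate for full effect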
TNAP activators: human TNAP enzyme activators, primary screen, biochemical, luminescent, no phosphate acceptor, uHTS (AID 1001) | purified TNAP, luminescent activation assay, no phosphate acceptor; higher activation fold means a stronger effect | activation fold at 20 µM, or EC50 in µM where a hit was titrated | 0.03% of 200,000 active; in the data active = activation fold from about 3, or a potency from the dose series; inactive = the rest, 99 in 100 with activation fold below about 1.6; note: many of its hits are not listed in these tables
XIAP displacement: XIAP antagonists, biochemical, IAP family, fluorescence polarization (AID 1018) | E3 ubiquitin-protein ligase XIAP (Homo sapiens) | XIAP BIR domain, fluorescence polarization peptide displacement; higher % means a stronger effect | one-dose displacement, % at 20 µM; IC50 in µM for titrated hits | 0.007% of 200,000 active; in the data active = displacement above about 50%; note: a part of the inactive calls stands beside numbers as strong as those of hits
P. falciparum M1AAP: P. falciparum M1AAP inhibitors, biochemical, fluorogenic H-Leu-NHMec substrate, 1536-well (AID 1445); inhibition, % at 30 µM; hits with a dose series show IC50 in µM; 0.42% of 220,000 active; Aminopeptidase N (Plasmodium falciparum (isolate 3D7)); recombinant M1AAP, H-Leu-NHMec fluorogenic kinetic assay; higher % means a stronger effect;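 active = primary inhibition above the hit cutoff, then over 50% inhibition at one or more dose response concentrations, cut at about 23% in these data, passing the limit was not always enough; inconclusive = conflicting primary data, or primary hits not chosen for dose response; inactive = low primary inhibition, or under 50% at every dose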;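 note: plate controls were DMSO full reaction for no effect and no enzyme background for full effect; strong numbers were not always called active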
Myeloid diff MLP GFP+ MAC1+ %: recorded beside Myeloid diff MLP, whose call it bears; GFP+ MAC1+ double positive, %; measured here: differentiation confirmed by MAC1 staining
* = called active by the depositor; i = inactive; u = inconclusive; x = not tested or not shown; + = active, no number. Cut-off read from the data, not from the text of the source, unless noted: active = inhibition above about 50%; inactive = the rest.

SMILES	M17LAP inhibition	CSM14.1 death rescue	PMI inhibition	LYP phosphatase	Myeloid diff MLP	Myeloid diff MLP GFP+ MAC1+ %	PMI inhibitors	TNAP activators	XIAP displacement	P. falciparum M1AAP
CCc1nc2ccccc2c(=O)n1NCCc1ccccc1	-8%	-1.1%	4%	-7%	i	0.4	7%	1.1	-6.8%	-3%
Cc1cccc(NC2=NC(C)(C)N=C(N)N2)c1	x	-2.4%	0%	-2%	u	x	-1%	1.1	-2.9%	x
O=C(CN1C(=O)CSc2ccc(S(=O)(=O)N3CCOCC3)cc21)NCc1cccnc1	-13%	-1.0%	0%	-1%	i	0.1	1%	1.2	-5.3%	-2%
Cc1cccc(NC(=O)Cn2c(C)c(C#N)c3ccccc32)c1C	-5%	-0.1%	12%	-4%	i	2.6	10%	1.2	-9.1%	1%
NS(=O)(=O)c1ccc(Nc2ccc([N+](=O)[O-])c3nonc23)cc1	3%	x	x	7%	i	0.9	x	x	x	16%
O=S(=O)(c1ccc(Sc2nnc3ccccn23)nc1)N1CCOCC1	8%	0.0%	-1%	-5%	i	1.1	8%	1.1	-2.5%	-1%
CC1=CS/C(=C(/C#N)C(=O)N2CCOCC2)N1c1ccccc1	29%	0.3%	-4%	3%	i	0.6	-8%	1	-7.5%	7%
COc1ccc(-n2c(-c3ccc(Cl)cc3)c[n+]3c2CCc2ccccc2-3)cc1	22%	-2.6%	7%	-9%	x	x	6%	1.1	-6.5%	-2%
Cc1cc(OCC(=O)NCc2ccccn2)cc(C)c1Br	-2%	-1.7%	-6%	-5%	i	1.0	-3%	1.1	-3.0%	2%
O=C(CSc1ccccc1)Nc1ccncc1	0%	-1.0%	12%	-4%	i	1.1	15%	1.1	-0.2%	2%
O=C(NNc1ncc(C(F)(F)F)cc1Cl)c1c(Cl)cccc1Cl	-7%	-2.3%	15%	-9%	i	0.8	23%	2.5	-2.6%	-6%
COc1ccc2c(c1)CC/C(=C\Nc1ccc3c(c1)OCO3)C2=O	5%	-5.1%	16µM*	4%	i	6.8	90%*	0.9	-13%	5%
Cc1noc(C)c1CCC(=O)N1CCCC(CCC(=O)NCc2ccc(F)c(F)c2)C1 (stereo not drawn)	-7%	0.2%	17%	-10%	i	0.5	13%	1	-0.4%	7%
Fc1ccc(CSc2nnc(-c3cccnc3)o2)cc1	16%	0.5%	-3%	-4%	i	0.3	2%	1	-2.9%	2%
Cc1nn(-c2ccccc2)c(N2CCCC2)c1/C=N/NC(=O)c1cc(-c2ccccc2)nc2ccccc12	7%	2.0%	-2%	-4%	i	0.5	2%	1	-0.7%	3%
O=P(CCO)(c1ccccc1)c1ccccc1	0%	0.4%	-12%	-2%	i	0.2	-8%	1	-4.1%	2%
CCOc1c(Br)cc(CNCc2cccs2)cc1OC	2%	-0.4%	-6%	-4%	i	0.5	-7%	1.2	-5.5%	5%
CCCn1c2c(c(=N)c3c1CCC3)CCCC2	-8%	1.7%	13%	-5%	i	0.5	20%	1	-6.8%	6%
O=C(NCCc1ccccc1F)C1CCCN1S(=O)(=O)c1ccccc1 (stereo not drawn)	4%	0.6%	-8%	0%	i	6.7	-2%	1.1	-1.0%	8%
Cc1nn(C(=O)C2CC2)c(C)c1Sc1ccc(Cl)cc1	2%	-2.3%	17%	-2%	i	0.7	11%	1.2	-12%	-2%

Single records, as listed above. Order of screens: M17LAP inhibition, CSM14.1 death rescue, PMI inhibition, LYP phosphatase, Myeloid diff MLP, Myeloid diff MLP GFP+ MAC1+ %, PMI inhibitors, TNAP activators, XIAP displacement, P. falciparum M1AAP
Cc1nn(C(=O)C2CC2)c(C)c1Sc1ccc(Cl)cc1 in the list: 2%, -2.3%, 17%, -2%, i, 0.7, 11%, 1.2, -12%, -2%
Cc1nn(-c2ccccc2)c(N2CCCC2)c1/C=N/NC(=O)c1cc(-c2ccccc2)nc2ccccc12 in the list: 7%, 2.0%, -2%, -4%, i, 0.5, 2%, 1, -0.7%, 3%
O=C(NCCc1ccccc1F)C1CCCN1S(=O)(=O)c1ccccc1 (stereo not drawn) in the list: 4%, 0.6%, -8%, 0%, i, 6.7, -2%, 1.1, -1.0%, 8%
COc1ccc2c(c1)CC/C(=C\Nc1ccc3c(c1)OCO3)C2=O in the list: 5%, -5.1%, 16µM*, 4%, i, 6.8, 90%*, 0.9, -13%, 5%

The results go on:
SMILES	M17LAP inhibition	CSM14.1 death rescue	PMI inhibition	LYP phosphatase	Myeloid diff MLP	Myeloid diff MLP GFP+ MAC1+ %	PMI inhibitors	TNAP activators	XIAP displacement	P. falciparum M1AAP
Cc1nn(C)c(C(=O)Nc2ccn(C34CC5CC(CC(C5)C3)C4)n2)c1[N+](=O)[O-]	27%	-0.8%	2%	4%	i	1.2	1%	1	-20%	7%
NC(=O)c1c(-c2ccccc2)oc2ccc(O)cc12	2%	-3.0%	12%	1%	i	1.6	14%	1.1	-2.8%	7%
COc1ccccc1NC(=O)CCSc1nc(C)cc(C)n1	x	0.6%	-4%	6%	i	0.3	1%	1.1	-3.0%	x
CCCn1c(SCC(=O)Nc2ccccc2CC)nnc1C(C)C	-2%	-1.5%	9%	-2%	i	0.8	10%	1.1	-3.3%	-1%
C[n+]1ccc(/C=N/Nc2nc(Cl)c(C#N)c(Cl)c2Cl)cc1	47%	4.8%	x	-5%	i	0.8	x	0.5	2.6%	11%
Cc1cc(C)n2nc(SCC(=O)Nc3c(C)n(C)n(-c4ccccc4)c3=O)nc2n1	-4%	-2.3%	11%	-13%	i	0.8	10%	1.1	-2.2%	2%
CC1CCCC(C)N1C(=O)c1cc(-c2cccs2)on1 (stereo not drawn)	2%	-0.3%	-5%	-2%	i	3.2	2%	1.2	-0.9%	11%
CC(=O)c1ccc(OCCCC(=O)OCC(=O)N2CCN(c3ccccc3)CC2)cc1	4%	3.6%	5%	-7%	i	0.7	10%	1.1	-0.7%	7%
O=C(c1cccs1)N1CCN(C(=O)c2ccco2)c2ccccc2C1	15%	-0.1%	-6%	-8%	i	0.4	-7%	1.1	-1.3%	13%
O=S(=O)(N1CCOCC1)n1cnc2ccccc21	-3%	2.8%	-4%	-8%	i	8.1	0%	1.1	-2.8%	1%

Ordered by length of the SMILES (low to high): some entries from above
SMILES	M17LAP inhibition	CSM14.1 death rescue	PMI inhibition	LYP phosphatase	Myeloid diff MLP	Myeloid diff MLP GFP+ MAC1+ %	PMI inhibitors	TNAP activators	XIAP displacement	P. falciparum M1AAP
COc1ccccc1NC(=O)CCSc1nc(C)cc(C)n1	x	0.6%	-4%	6%	i	0.3	1%	1.1	-3.0%	x
CC1CCCC(C)N1C(=O)c1cc(-c2cccs2)on1 (stereo not drawn)	2%	-0.3%	-5%	-2%	i	3.2	2%	1.2	-0.9%	11%
O=C(c1cccs1)N1CCN(C(=O)c2ccco2)c2ccccc2C1	15%	-0.1%	-6%	-8%	i	0.4	-7%	1.1	-1.3%	13%
C[n+]1ccc(/C=N/Nc2nc(Cl)c(C#N)c(Cl)c2Cl)cc1	47%	4.8%	x	-5%	i	0.8	x	0.5	2.6%	11%
CC(=O)c1ccc(OCCCC(=O)OCC(=O)N2CCN(c3ccccc3)CC2)cc1	4%	3.6%	5%	-7%	i	0.7	10%	1.1	-0.7%	7%
Cc1nn(C)c(C(=O)Nc2ccn(C34CC5CC(CC(C5)C3)C4)n2)c1[N+](=O)[O-]	27%	-0.8%	2%	4%	i	1.2	1%	1	-20%	7%

(continued)
SMILES	M17LAP inhibition	CSM14.1 death rescue	PMI inhibition	LYP phosphatase	Myeloid diff MLP	Myeloid diff MLP GFP+ MAC1+ %	PMI inhibitors	TNAP activators	XIAP displacement	P. falciparum M1AAP
O=C(c1cnccn1)N1CCc2ccccc21	3%	x	-1%	-4%	i	0.7	-12%	1.1	-2.4%	3%
NC(=O)C1CCN(C2CC(=O)N(c3cccc(F)c3)C2=O)CC1 (stereo not drawn)	1%	-0.2%	-4%	-7%	i	0.7	-2%	1.1	-2.3%	9%
Cc1nc(Nc2nc(CSc3nc4ccccc4[nH]3)cc(=O)[nH]2)nc2ccccc12	2%	8.4%	5%	-1%	u	x	3%	2.5	-0.7%	8%
COc1cc(-c2nnc3sc(-c4cccs4)nn23)cc(OC)c1OC	-8%	3.2%	12%	0%	i	0.7	15%	1.1	-1.2%	3%
O=C(O)CSCCn1cccn1	0%	-0.9%	-1%	3%	i	0.9	-5%	1	-3.9%	5%
CC(C)(C)OC(=O)N1CCC(NC(=O)c2[nH]cnc2C(=O)N[C@@H](Cc2ccccc2)C(=O)OCc2ccccc2)CC1	2%	-4.2%	7%	18%	i	1.5	16%	1	-9.0%	0%
CC1(C)CC(N2CCCCC2)=CC(=[N+]2CCCCC2)C1	51%	1.9%	11%	1%	+	49*	35%	1	-3.7%	13%
CCOC(=O)c1[nH]c2ccc(Br)cc2c1NC(=O)CCN1CCC(C(=O)OCC)CC1	-4%	-1.9%	8%	0%	i	0.1	9%	1.1	-5.1%	9%
COc1cc2c(cc1OC)C1=C(C#N)CCC(=O)N1CC2	21%	0.6%	4%	-1%	i	1.4	0%	1.1	-2.6%	4%
CCCSc1ccc2nc(NC(=O)OC)[nH]c2c1	-18%	-2.9%	0%	-3%	u	x	1%	1.1	-11%	16%
CCc1cc2c(=O)n(CC(C)C)cnc2s1	1%	-2.6%	-6%	-6%	i	0.0	-5%	1.1	-3.7%	0%
CC(NC(=O)C1CC=CCC1C(=O)O)C1CC2CCC1C2 (stereo not drawn)	15%	-2.4%	5%	-8%	i	0.0	5%	1	-5.9%	4%
C=CCNC(=S)NC(=O)c1ccc(C)c(Br)c1	-1%	-2.1%	11%	-3%	i	0.5	21%	1.1	-1.1%	3%
COc1ccc(-n2c(=S)[nH]c3cc(C(=O)NCCCN4CCCC4=O)ccc3c2=O)cc1	-1%	0.7%	3%	1%	i	0.7	11%	1.1	-3.6%	23%
Cc1ccc(S(=O)(=O)N2CCCCC2C(=O)N2CCN(c3ccccc3F)CC2)cc1 (stereo not drawn)	-10%	-2.6%	-40%	-2%	i	5.7	7%	1	-2.8%	-11%
CCOc1ccc(C(=O)NC(=S)Nc2ccccn2)cc1[N+](=O)[O-]	-9%	-1.9%	-20%	-7%	i	0.6	-14%	1	-6.8%	0%

Assay outcomes from PubChem.

Outcome played no part in choosing rows (roughly 2.7% active in at least one column).
